# Screening data deposited in PubChem by several laboratories.
# KOR beta-arrestin-1: kappa opioid receptor blockers – cell-based, luminescence, uHTS (AID 1778). inhibition, % at 10 µM; hits with a dose series show IC50 in µM. KOR beta-arrestin recruitment, luminescence, antagonist mode; higher % means a stronger effect. hit rate 0.091% among 290,000; in the data active means inhibition above about 50%; further: strong numbers were not always called active
# T cell HTS: T cell immune modulators affecting CD8 T cell-vesicle binding | AID 2052 | calls only at 7 µM | 2C CD8+ T cell-vesicle binding, flow cytometry; hits give low values | hit rate 0.068% among 330,000;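 active means response, share of CD8 T cells binding vesicles, and their 90th percentile fluorescence all below set limits, cut at about 80% in these data, passing the limit was not always enough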
#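 material = purified 2C TCR transgenic mouse naive CD8+ T cells | controls = Unloaded micro-vesicles (low), QL9 vesicles with 0.7% DMSO (high) | detection = cytometric PE anti-B7-1 and Alexa647 anti-CD8 signals after 1% paraformaldehyde fixation | incubation = binding step 1.5 h, 37 °C, antibody labelling 20 min, ice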
# GPR55 antagonists: inhibition of LPI-stimulated GPR55 beta-arrestin translocation – imaging, U2OS, beta-arrestin-GFP, LPI agonist, primary screen (AID 2013) | U2OS GPR55 beta-arrestin-GFP translocation imaging, LPI antagonism; higher % means a stronger effect | one-dose inhibition, % at 10 µM; IC50 in µM for titrated hits | hit rate 0.13% among 290,000;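 active means spots per cell inhibited over 60%, with over 100 cells counted and total cytoplasm intensity under 500,000; inconclusive means wells with under 100 cells, flagged as likely toxic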;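 further: U2OS cells stably carrying GPR55 and arrestin-GFP stimulated by 5 µM LPI near EC80; imaged beta-arrestin-GFP aggregate spots per cell after agonist stimulation; plate controls were LPI-stimulated DMSO wells for no effect and DMSO wells without LPI for full effect; some results filed as inactive read as strong as hits; confirmed hits need IC50 under 10 µM and bright autofluorescent wells are also inconclusive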
# West Nile virus CPE: West Nile virus antiviral activity, cell-based, CPE readout (AID 1621) | West Nile virus-infected cells, CPE inhibition; higher % means a stronger effect | CPE inhibition, % at 10 µM; hits with a dose series show IC50 in µM | hit rate 0.02% among 290,000; in the data active means a potency from the dose series; inconclusive means CPE inhibition mostly from about 3.7% at the one dose, without a potency; inactive means the rest, 99 in 100 with CPE inhibition below about 2.2%; further: strong numbers were not always called active
# GPR35 antagonists: inhibition of zaprinast-stimulated GPR35 beta-arrestin translocation – imaging, U2OS, beta-arrestin-GFP, zaprinast agonist, primary screen (AID 2058); U2OS GPR35 beta-arrestin-GFP translocation imaging, zaprinast antagonism; higher % means a stronger effect; inhibition, % at 10 µM; hits with a dose series show IC50 in µM; hit rate 0.052% among 290,000;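 active means inhibition of at least 50% with at least 30 cells and total cytoplasm GFP at most 10,000,000; inconclusive means under 30 cells or total GFP of 10,000,000 plus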
# NTR1 agonist: agonists of NTR1, primary screen, imaging, U2OS cells, beta-arrestin-GFP, high content (AID 493036) | P30989 | NTR1-U2OS beta-arrestin-GFP spot imaging, agonist mode | activation, % at 20 µM | hit rate 0.17% among 330,000;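 active means activation at or above 40% of the spot to cytoplasm intensity ratio, with at least 20 cells analyzed; inconclusive means wells under 20 cells, flagged as cytotoxic or low count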;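 further: 0% = DMSO without peptide and 100% = 100 nM NTR1 peptide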
# Target sequence (P30989 whole entry, looked up): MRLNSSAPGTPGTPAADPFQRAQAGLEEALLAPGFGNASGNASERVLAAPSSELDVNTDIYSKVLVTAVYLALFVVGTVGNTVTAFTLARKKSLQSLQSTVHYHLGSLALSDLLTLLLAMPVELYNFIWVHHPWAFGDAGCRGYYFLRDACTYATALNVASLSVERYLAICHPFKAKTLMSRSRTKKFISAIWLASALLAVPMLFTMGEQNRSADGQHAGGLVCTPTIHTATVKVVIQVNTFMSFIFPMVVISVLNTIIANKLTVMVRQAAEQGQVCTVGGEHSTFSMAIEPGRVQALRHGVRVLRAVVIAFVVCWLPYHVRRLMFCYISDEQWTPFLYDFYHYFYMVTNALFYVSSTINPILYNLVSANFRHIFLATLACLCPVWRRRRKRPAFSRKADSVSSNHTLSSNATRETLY
# Salmonella PhoP GFP: inhibitors of PhoP regulon expression, primary screen, Salmonella Typhimurium, GFP reporter (AID 1863) | one-dose inhibition, % at 50 µM; IC50 in µM for titrated hits | hit rate 0.16% among 300,000 | S. Typhimurium PhoP-regulated promoter GFP reporter, 4 h; higher % means a stronger effect;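 active means inhibition over 29.93%, a cutoff 3 SD above the screen mean, later confirmed by dose response; inconclusive means inhibition over 29.93% but no dose response follow-up; inactive means inhibition at most 29.93% or unconfirmed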;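 further: 0% = low Mg2+ inducing control and 100% = high Mg2+ repressing control; strong numbers were not always called active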
# GPR55 activation: selective activators of receptor GPR55 – imaging, U2OS cells, beta-arrestin-GFP redistribution, primary screen (AID 1961); hit rate 0.048% among 290,000; U2OS GPR55 beta-arrestin-GFP redistribution imaging; higher % means a stronger effect; activation, % at 10 µM, or EC50 in µM where a hit was titrated;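 active means activation above 40% with more than 50 cells counted in the well; inconclusive means wells holding fewer than 50 cells, flagged as toxic or sparse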;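 further: U2OS osteosarcoma cells stably expressing GPR55 and beta-arrestin-GFP; plate controls were DMSO negative control for no effect and LPI positive control for full effect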
# KOR beta-arrestin-2: KOR agonists, beta-arrestin recruitment, primary screen, cell-based, luminescence, uHTS (AID 1777) | KOR beta-arrestin recruitment, luminescence; higher % means a stronger effect | activation, % at 10 µM; hits with a dose series show EC50 in µM | hit rate 0.02% among 280,000; in the data active means activation above about 50%, passing the limit was not always enough; further: a part of the inactive calls stands beside numbers as strong as those of hits
# T cell HTS vesicle-bound %: further read-out of T cell HTS, marked with its call; double positive events, %; measured here: CD8+ vesicle-bound cell fraction;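 binding gate set so that unloaded-vesicle control wells show 10% double positive cells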
# NTR1 agonist cell count 20 µM: further read-out of NTR1 agonist, marked with its call; cell count; measured here: cell count, cytotoxicity flag
# * = called active by the depositor; i = inactive; ? = inconclusive; . = no result given; [ ] = remark or other dose.
SMILES,KOR beta-arrestin-1,T cell HTS,T cell HTS vesicle-bound %,GPR55 antagonists,West Nile virus CPE,GPR35 antagonists,NTR1 agonist,NTR1 agonist cell count 20 µM,Salmonella PhoP GFP,GPR55 activation,KOR beta-arrestin-2
CCCc1c(-c2ccc(O)cc2)nn(-c2ccc(O)cc2)c1-c1ccc(O)cc1,15.3%,i,18.3,32.4%,?,-14.2%,7.0,54,-9.9%,-0.1%,-5.0%
CCn1c(SCC(=O)NCCc2ccccc2)nnc1C(C)C,4.2%,i,42.8,0.5%,1.2%,-6.5%,1.9,56,-4.5%,0.1%,-5.1%
NC(=O)c1ccc(SCC(=O)NC2CCCCC2)c([N+](=O)[O-])c1,14.1%,i,50.0,-4.8%,-0.3%,14.1%,0.8,50,-2.9%,-0.6%,-1.9%
O=C(Nc1ccc(F)cc1F)c1cc(Cl)sc1Cl,15.9%,i,9.7,16.8%,-0.1%,6.6%,2.6,61,-3.1%,-0.1%,-0.9%
CCOc1cc(C2C3=C(CCCC3=O)N(C)C3=C2C(=O)CCC3)cc(Cl)c1O,3.8%,i,51.5,-3.2%,1.1%,-13.5%,-0.8,30,-0.9%,-0.2%,-6.9%
CCCNC(=O)CN(c1ccc(F)cc1)S(=O)(=O)c1ccc2c(c1)OCCO2,10.5%,i,31.1,15.1%,-0.6%,10.6%,1.1,54,-2.6%,-0.1%,-5.8%
Cc1noc(C)c1COc1ccc(C(=O)NCc2ccccn2)cc1,27.4%,i,30.4,-1.0%,1.6%,4.1%,1.1,95,6.9%,0.3%,-4.1%
O=C(Nc1c[nH]c(=O)[nH]c1=O)c1cc([N+](=O)[O-])cc([N+](=O)[O-])c1,-45.1%,i,20.3,-4.0%,0.8%,8.8%,0.2,57,-3.1%,0.0%,-3.3%
O=C(Nc1ccc(F)cc1)C(=O)c1c(O)[nH]c2ccc([N+](=O)[O-])cc12,-1.9%,i,56.5,3.0%,0.2%,-10.4%,2.0,72,-9.8%,-0.1%,-1.4%
CC(C)NC(=O)Nc1cccs1,-4.2%,i,40.2,-7.6%,0.3%,-7.0%,0.7,34,3.0%,-0.5%,-5.7%
COC(=O)[C@H](Cc1ccccc1)NC(=O)N1CCN(c2ccc(F)cc2)CC1,-25.2%,i,19.5,-3.6%,-0.5%,-1.9%,0.0,54,-12.9%,-0.3%,4.7%
COc1cc(/C=C/C(=O)OCC(=O)NCC2CCCO2)ccc1OCC#N (centres undefined),10.4%,i,39.2,8.1%,-0.4%,-24.1%,1.6,46,14.7%,-0.2%,-3.0%
COC(C/C=C\[C@@H](O)COCc1ccccc1)OC,9.7%,.,.,-10.0%,-0.4%,2.4%,7.9,85,-0.8%,-0.1%,4.7%
COCCN1CCn2c(nc3cc(NC(=O)c4ccc(OC)cc4)ccc32)C1,.,i,28.8,11.5%,0.2%,-9.8%,-0.4,46,5.7%,0.3%,.
O=C(O)CCCCNS(=O)(=O)c1ccc(Cl)c(C(F)(F)F)c1,1.9%,i,30.5,19.9%,-0.4%,-1.8%,2.7,76,2.8%,0.2%,1.0%
Cc1cccc(N2CCN(S(=O)(=O)c3ccc4[nH]c(=O)c(=O)[nH]c4c3)CC2C)c1 (centres undefined),-5.3%,i,27.0,-0.5%,.,0.4%,1.1,61,0.1%,0.3%,-2.5%
CCCCNc1c([N+](=O)[O-])cc(C(=O)O)cc1[N+](=O)[O-],1.2%,i,45.9,0.0%,-0.2%,-7.7%,0.6,59,0.2%,-0.1%,6.2%
Cc1ccc(C(=O)n2cnc3ccccc32)cc1C,-26.5%,i,62.3,-8.0%,0.5%,-4.6%,-0.1,99,-2.1%,0.0%,3.1%
CS(=O)(=O)c1cnc(-c2ccccc2)nc1-c1ccc(Cl)c(Cl)c1,-69.7%[20 µM],i,57.0,5.9%,-0.8%,-0.4%,14.0,35,-6.7%,0.3%,0.8%
Cc1cc(C(=O)CN2C(=O)NC3(CCCc4sccc43)C2=O)c(C)n1-c1ccc(Cl)cc1 (centres undefined),-14.8%,i,46.2,11.8%,-1.3%,-4.7%,0.6,60,-9.8%,0.4%,10.0%
N#Cc1ccccc1Cn1c(=O)n(-c2ccc(CC(=O)NCc3ccco3)cc2)c(=O)c2sccc21,-4.3%,i,42.9,11.5%,0.2%,-1.8%,1.0,102,8.7%,-0.3%,-4.6%
COc1ccc(S(=O)(=O)N2c3ccccc3OCC2CC(=O)O)cc1 (centres undefined),16.8%,i,56.5,9.8%,-0.3%,6.0%,-0.1,87,15.7%,0.3%,-13.0%
COc1ccc(C(C)=O)c(Oc2cc(NN3CCCCC3)c([N+](=O)[O-])cc2[N+](=O)[O-])c1,-48.4%[20 µM],i,48.7,6.0%,-0.2%,9.3%,3.4,44,9.9%,0.4%,-0.1%
Cn1ccc(C(=O)NC(=S)Nc2ccc([N+](=O)[O-])cc2O)n1,-5.7%,i,20.4,1.9%,-0.7%,-4.7%,0.1,61,1.4%,-0.1%,6.5%
CC1=C(C(=O)OCC2CCCCC2)C(c2ccc(O)cc2)NC(=O)N1 (centres undefined),0.0%,i,24.9,10.6%,-0.8%,9.5%,-0.6,46,-4.4%,-0.2%,0.0%
N#Cc1c(NC(=O)c2cccc(S(=O)(=O)Nc3ccc(C(=O)O)cc3)c2)sc2c1CCCC2,-5.5%,i,3.4,7.1%,0.7%,10.5%,-0.8,64,7.9%,-0.2%,-2.1%
Cc1ccc(S(=O)(=O)Cn2nnnc2C(C)N2CCN(C(=O)c3ccco3)CC2)cc1 (centres undefined),-15.0%,i,5.6,-9.2%,-1.0%,-9.6%,0.2,44,11.3%,0.2%,3.8%
Cc1cccc(NC(=O)CCc2ccc(C)o2)c1,42.2%,i,58.9,-7.8%,-0.2%,3.5%,-0.8,48,10.0%,-0.2%,-1.3%
CC1(C)Cc2c(c(N3CCCC3)nc3sc4c(N5CCNCC5)ncnc4c23)CO1,-18.1%,i,16.0,16.5%,-1.7%,-11.4%,17.2,52,2.6%,-0.2%,8.1%
CCn1c([N+](=O)[O-])nc2c1c(=O)[nH]c(=O)n2C,21.1%,.,.,0.1%,-1.8%,15.4%,.,.,-2.5%,-0.2%,-4.0%
O=C(c1ccc(=O)[nH]c1)N(Cc1ccco1)C1(C(=O)NC2CCCCC2)CCCCC1,34.8%,i,32.3,-0.7%,.,-2.8%,-0.1,63,1.3%,-0.1%,-2.7%
CCOc1ccc(CCNC(=O)C2CCC(=O)N2CCc2ccccc2)cc1OCC (centres undefined),-14.1%,i,41.8,4.2%,-1.2%,-7.7%,0.2,78,-1.5%,-0.1%,2.0%
N#Cc1cn(Cc2ccccc2)c2ccccc12,37.9%,i,47.9,-1.0%,1.1%,17.7%,-3.1,85,-2.2%,-0.1%,-2.8%
COc1cccc(CN2CCN(Cc3nc(C(C)C)cs3)CC2CCO)c1 (centres undefined),-55.3%[20 µM],i,59.5,3.3%,-0.9%,0.9%,0.4,91,-0.8%,0.2%,.
CCn1c(SCC(=O)NC2CCCC2)nnc1C(C)C,-22.1%,i,44.3,-2.6%,-0.5%,2.7%,1.3,59,11.9%,0.2%,-4.4%
COC(=O)C1=C(C)NC(C)=C(C(=O)OC)C1c1cc2ccc(C)cc2[nH]c1=O,25.8%,i,44.6,-15.1%,0.4%,-10.0%,1.3,93,7.1%,-0.1%,-0.4%
O=C(CC12CC3CC(C1)CC(CC(=O)N1CCCC1)(C3)C2)N1CCCC1,-12.9%,i,52.5,7.6%,-1.1%,1.6%,-0.3,78,-4.3%,-0.2%,4.8%
CCC(C)[C@H](NC(=O)NCCCn1ccnc1)C(=O)OC (some centres undefined),3.6%,i,37.3,9.2%,0.2%,3.2%,2.6,63,-7.9%,1.0%,11.9%

# For convenience, six of the compounds above:
SMILES,KOR beta-arrestin-1,T cell HTS,T cell HTS vesicle-bound %,GPR55 antagonists,West Nile virus CPE,GPR35 antagonists,NTR1 agonist,NTR1 agonist cell count 20 µM,Salmonella PhoP GFP,GPR55 activation,KOR beta-arrestin-2
N#Cc1cn(Cc2ccccc2)c2ccccc12,37.9%,i,47.9,-1.0%,1.1%,17.7%,-3.1,85,-2.2%,-0.1%,-2.8%
COc1cccc(CN2CCN(Cc3nc(C(C)C)cs3)CC2CCO)c1 (centres undefined),-55.3%[20 µM],i,59.5,3.3%,-0.9%,0.9%,0.4,91,-0.8%,0.2%,.
CCn1c(SCC(=O)NC2CCCC2)nnc1C(C)C,-22.1%,i,44.3,-2.6%,-0.5%,2.7%,1.3,59,11.9%,0.2%,-4.4%
COC(=O)C1=C(C)NC(C)=C(C(=O)OC)C1c1cc2ccc(C)cc2[nH]c1=O,25.8%,i,44.6,-15.1%,0.4%,-10.0%,1.3,93,7.1%,-0.1%,-0.4%
O=C(CC12CC3CC(C1)CC(CC(=O)N1CCCC1)(C3)C2)N1CCCC1,-12.9%,i,52.5,7.6%,-1.1%,1.6%,-0.3,78,-4.3%,-0.2%,4.8%
CCC(C)[C@H](NC(=O)NCCCn1ccnc1)C(=O)OC (some centres undefined),3.6%,i,37.3,9.2%,0.2%,3.2%,2.6,63,-7.9%,1.0%,11.9%
